TIM10 inh: growth inhibitors of TIM10 yeast strain. S. cerevisiae TIM10 strain growth, BacTiter-Glo luminescence, 24 h. inhibition, % at 10 µM. 1.4% of 330,000 active. AID 463195;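 active means inhibition of 40% or more at the single tested concentration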;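 further: wild-type TIM10 isogenic control strain grown at permissive 25 °C; 0% = DMSO yeast wells and 100% = minimal medium wells without yeast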
NLRP3 yeast inh: blocks the NALP3 inflammasome reconstituted in yeast. Yeast reconstituted NLRP3/ASC/caspase-1, beta-gal luminescence, 24 h. inhibition, % at 10 µM. 0.39% of 330,000 active;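 active means inhibition of 50% or more; inactive means inhibition below 50%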;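 further: plate controls were induced DMSO wells for no effect and uninduced yeast grown without galactose for full effect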
APJ agonist: activates the human apelin receptor APJ | 0.11% of 330,000 active | P35414 | activation, % at 20 µM | CHO-K1 APJ PathHunter beta-arrestin, luminescence; 0% DMSO wells, 100% apelin;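 active means activation more than six SD over the plate average, tested at 20 µM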;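 further: 0% = DMSO alone and 100% = apelin-13 at 10 nM; some results filed as inactive read as strong as hits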
Target sequence (P35414 whole entry, looked up): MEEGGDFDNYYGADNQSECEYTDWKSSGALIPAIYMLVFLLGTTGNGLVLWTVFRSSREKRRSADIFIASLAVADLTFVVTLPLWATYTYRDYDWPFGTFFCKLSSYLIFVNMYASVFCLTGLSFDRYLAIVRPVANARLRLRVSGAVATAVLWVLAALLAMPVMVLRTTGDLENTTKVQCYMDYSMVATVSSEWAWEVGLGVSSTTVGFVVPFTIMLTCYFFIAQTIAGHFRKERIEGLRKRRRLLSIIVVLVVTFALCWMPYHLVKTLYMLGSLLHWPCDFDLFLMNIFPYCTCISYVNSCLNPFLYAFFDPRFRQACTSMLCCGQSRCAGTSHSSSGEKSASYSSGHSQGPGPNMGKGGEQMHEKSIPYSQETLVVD
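Test system – PathHunter CHO-K1 APJ (AGTRL-1) beta-arrestin reporter cells · Input – 1000 cells/well · Compound – single test compound dose, 20 µM final, 1% DMSO · Times – compound stimulation 90 min at 25 °C, detection 60 min · Technique – beta-gal luminescence · Read-out basis – APJ–arrestin association signal · Control set – negative DMSO alone, positive Apelin-13 at 10 nM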
NR3A LBD binder: NR3A (human) ligand-binding domain modulation | 2.5% of 340,000 active | Tm shift relative to glycine control, % at 25 µM | NR3A LBD differential scanning fluorimetry, Tm shift; 0% = protein alone, 100% = glycine-bound protein;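 active means melting temperature shift of at least 10% of the positive control shift, at one fixed dose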
XBP1 UPR activ: activators of adaptive arm of unfolded protein response (XBP1). CHO-XBP1 luciferase reporter, IRE1-XBP1 UPR activation, luminescence; percent of tunicamycin response, DMSO as zero. AID 463104. 0.33% of 330,000 active. activation, % at 20 µM;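 active means versus positive control, 20 µM dose yields 30% or more activation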;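 further: 100% = tunicamycin at 10 µg/mL and 0% = DMSO only wells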
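Material: CHO-XBP1 cells stably carrying IRE1-XBP1-driven luciferase reporter / Amount: 1000 cells per well / Compound: 20 µM, 1% DMSO / Times: 6 h treatment, 37 °C / Detection: luciferase luminescence / Measure: % activation of reporter signal versus tunicamycin and DMSO controls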
Mdm2 MdmX PPI: human Mdm2/MdmX binding inhibition; O15151+Q00987; SaOS-2 split-luciferase Mdm2/MdmX complementation, luminescence; inhibition, % at 8 µM; 3% of 330,000 active; AID 485346;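 active means inhibition of at least 50% at 8 µM in the primary screen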
tim10-1 inh: inhibits growth of tim10-1 mutant yeast | S. cerevisiae tim10-1 ts strain growth, BacTiter-Glo, 24 h | inhibition, % at 20 µM | 2.2% of 330,000 active | AID 463190;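 active means inhibition of at least 40%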;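 further: mutant grown at 25 °C; 0% = DMSO wells with yeast and 100% = wells holding no yeast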
CHOP UPR activ: apoptotic UPR (CHOP) activation; CHO-CHOP luciferase reporter, luminescence; percent of tunicamycin response over DMSO baseline; activation, % at 10 µM; 0.34% of 330,000 active;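 active means at 10 µM dose, activation of 40% or more, normalized to positive control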;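 further: 100% = tunicamycin at 10 µg/mL and 0% = DMSO alone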
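System: CHO-CHOP luciferase reporter cell line | Buffer or medium: F12 medium containing 10% fetal bovine serum | Doses: One dose, 10 µM in 0.5% DMSO | Times: 6 h compound exposure at 37 °C after overnight seeding | Signal: Luciferase luminescence | Read-out: % activation vs tunicamycin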
tim23-1 inh: growth inhibitors of tim23-1 mutant yeast | inhibition, % at 20 µM | AID 463212 | 1.3% of 330,000 active | S. cerevisiae tim23-1 growth, BacTiter-Glo luminescence, 24 h;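 active means growth inhibition of the mutant yeast at or above 50%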;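 further: temperature-sensitive mutant grown at 25 °C; plate controls were DMSO-treated mutant yeast for no effect and medium wells lacking yeast for full effect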
Starred values were filed as active, the others as inactive; · = no result given. The order is random; 8.2% or so of the library scored in one or more.

Below each compound: CHOP UPR activ	tim10-1 inh	XBP1 UPR activ	APJ agonist	NLRP3 yeast inh	tim23-1 inh	TIM10 inh	NR3A LBD binder	Mdm2 MdmX PPI
Cc1nc2[nH]onc2c2nccc(=O)c12
    -1.3	6	-1	-5	-3	3	2	-1	13
Cc1cccc(C2=NN(c3ccccc3)[C@H](CO)[C@H]2c2ccc(F)cc2)c1
    3.4	28	0	·	·	51*	20	2	30
CCOC(=O)N1CCC(NC(=O)C2CCCCN2S(=O)(=O)c2ccc(F)cc2)CC1 (stereo not drawn)
    -1.0	24	-1	-2	13	7	6	0	0
CC(C)Nc1nc(NC(N)=S)nc(NC(C)C)n1
    -0.9	15	0	-3	1	9	14	1	-18
CC(=O)NC12CC3CC(C1)CC(C(=O)N1CCN(S(=O)(=O)c4cccs4)CC1)(C3)C2
    1.2	-15	2	-3	17	-9	-8	1	15
CC(C)Oc1ccc(C(=O)Nc2ccccc2N2CCCC2)cc1
    -1.9	12	-2	-5	4	9	13	-1	25
O=C(Nc1cccc2ccccc12)c1cn(-c2ccccc2)nc1-c1cccs1
    1.3	28	-5	-5	15	15	31	3	3
OCCN=C1CCCc2c1[nH]c1ccc(Br)cc21
    -1.3	12	2	-1	7	13	3	-2	36
Cc1cccc(C(=O)Nc2cc(OCc3cccc(F)c3)c(Cl)cc2Cl)c1
    0.1	9	-1	-4	15	7	13	-3	7
CCOC(=O)C1CCN(CCC(=O)Nc2ccc(Br)cc2)CC1
    4.5	-6	-4	-2	17	11	-10	0	16
O=C(C1=C[C@H](C2CC2)C[C@H](OCc2ccc(CO)cc2)O1)N1CCN(Cc2ccccc2)CC1
    -0.4	7	0	-2	6	23	9	1	-12
CN(C)c1ccc(N=Nc2ccc(C(=O)O)cc2)cc1
    -8.7	14	-9	-5	21	17	-6	·	-69
CC(C)(C)c1ccc(C(=O)NCc2nnc(SCC(=O)NCC3CCCO3)o2)cc1 (stereo not drawn)
    2.3	-3	-3	3	12	1	8	0	6
CNC(=S)N(C1=NCC(c2ccc([N+](=O)[O-])cc2)S1)c1ccccc1 (stereo not drawn)
    0.2	5	-1	-1	39	21	-9	-1	-13
C/C(CCC(C)C)=N\Nc1cc(C)c2ccccc2n1
    -0.2	20	-1	0	8	-1	7	-2	5
COc1ccc(CNC(=O)CS(=O)Cc2nc(-c3ccccc3C)oc2C)cc1 (stereo not drawn)
    -3.8	21	0	4	16	21	4	-2	-10
O=C(NCc1ccccc1)c1nc[nH]c1C(=O)N1CCN(c2ccccc2)CC1
    -0.2	17	-3	-1	3	21	6	0	13
Cc1ccc(S(=O)(=O)Nc2ccncc2)c(C)c1N(C)S(=O)(=O)c1ccc(F)cc1
    2.6	11	1	-2	9	1	5	-1	0
CCn1c2ccccc2c2cc(NC(=O)C(C)Oc3ccccc3)ccc21 (stereo not drawn)
    -1.3	23	-3	-1	22	27	14	-24	-8
O=[N+]([O-])c1ccc(N2CCOCC2)cc1N1CCCCC1
    -1.8	2	-3	-2	21	26	10	-4	15

Reformatted: results already given.
structure | CHOP UPR activ | tim10-1 inh | XBP1 UPR activ | APJ agonist | NLRP3 yeast inh | tim23-1 inh | TIM10 inh | NR3A LBD binder | Mdm2 MdmX PPI
CN(C)c1ccc(N=Nc2ccc(C(=O)O)cc2)cc1 | -8.7 | 14 | -9 | -5 | 21 | 17 | -6 | · | -69
CC(C)(C)c1ccc(C(=O)NCc2nnc(SCC(=O)NCC3CCCO3)o2)cc1 (stereo not drawn) | 2.3 | -3 | -3 | 3 | 12 | 1 | 8 | 0 | 6
CNC(=S)N(C1=NCC(c2ccc([N+](=O)[O-])cc2)S1)c1ccccc1 (stereo not drawn) | 0.2 | 5 | -1 | -1 | 39 | 21 | -9 | -1 | -13

Later entries:
Below each compound: CHOP UPR activ	tim10-1 inh	XBP1 UPR activ	APJ agonist	NLRP3 yeast inh	tim23-1 inh	TIM10 inh	NR3A LBD binder	Mdm2 MdmX PPI
COCCn1c(SCc2ccc(F)cc2)nc2c1c(=O)[nH]c(=O)n2C
    -0.3	4	-1	-4	23	8	-5	-1	12
CC12CCC(=O)N1C(C(=O)Nc1nc(-c3ccc(F)c(F)c3)cs1)CS2 (stereo not drawn)
    1.2	-11	2	-1	8	-7	1	2	15
COc1cccc(NC(=O)COC(=O)CNS(=O)(=O)c2c(F)cccc2F)c1
    2.3	6	1	0	5	10	1	-2	1
COC(=O)C1C(=O)c2c([nH]c(C(=O)OC3CCCCC3)c2C)CC1C (stereo not drawn)
    4.4	-6	2	-3	8	7	8	0	-113
Cc1cccn2c(=O)c(/C=C(\C#N)C(=O)NCc3ccco3)c(N3CCOCC3)nc12
    0.1	7	-2	-3	-4	2	-8	-21	16
COC(=O)C1=C(C)N(C)C(=O)NC1c1ccc(C)cc1 (stereo not drawn)
    0.2	1	0	-5	25	-7	-3	-14	10
COC(=O)COc1ccc(S(=O)(=O)NCc2ccc3c(c2)OCO3)cc1
    -1.9	-1	-3	0	17	15	-6	0	-5
O=C(NC1(C(F)(F)F)NC(=O)N(Cc2cccnc2)C1=O)c1ccccc1 (stereo not drawn)
    2.9	9	-1	0	-3	11	3	0	-16
CC(C)c1ccc(NC(=O)C(c2ccccc2)N2CC(=O)Nc3ccccc32)cc1 (stereo not drawn)
    4.0	0	-1	-1	4	-15	-4	-8	30
N#CC1=C(N)Nc2ncnn2C1c1ccc(F)cc1 (stereo not drawn)
    4.1	-5	0	3	4	8	1	5	10
COc1ccc(N2CCN(C(=O)CSc3nnc(-c4cccnc4)n3-c3ccccc3)CC2)cc1
    -1.1	11	-2	-2	10	7	15	1	3
Cc1ccnc2c(N3C(=O)C4C5c6ccccc6C(c6ccccc65)C4C3=O)cccc12 (stereo not drawn)
    -1.9	20	-3	9	22	48	23	-4	2
COc1cc(-c2noc(-c3cccc(Cl)c3)n2)cc(OC)c1OC
    1.2	29	1	-3	-9	21	23	3	3
CC(=O)c1ccc(NC(=O)CO/N=C(\C)c2cccs2)cc1
    -0.7	-14	3	-2	15	-10	-23	-1	-3
CC(C)N(C(=O)CS(=O)(=O)c1ccc(Cl)c(Cl)c1)C(C)C
    1.5	21	-2	-3	-2	28	15	-1	15
O=C(CCNS(=O)(=O)c1ccc(Br)cc1)NC1CCN(Cc2ccccc2)CC1
    2.7	1	-4	0	2	-5	0	-8	27
COCCn1c(Cc2ccccc2)nnc1SCC(=O)N1CCCC1=O
    -1.3	7	-4	-3	-4	0	6	0	3
COCCN(C(=O)Nc1ccc(OC)cc1OC)C1CCN(C(C)C)CC1
    -3.1	12	-3	0	16	-2	4	-1	-1
CCN=C(Nc1ccc2c(c1)OCO2)SC1CC(=O)N(c2ccc(OC)cc2)C1=O (stereo not drawn)
    -1.0	24	-1	-1	8	-8	4	-5	10
N#C/C(C(=O)N1CCCC1)=C1/N=C(N)c2ccccc21
    -0.7	7	0	-4	-8	-1	-5	1	24
CCOC(=O)CN1C(=O)N[C@@H](c2cccs2)C(C(=O)OC)=C1C
    -1.4	5	1	13	15	27	7	1	8
CCc1cc2ccc(C)cc2nc1SCC(=O)Nc1cc(C)on1
    2.2	10	-1	-1	-7	-8	15	1	20
Cc1[nH]c2ccccc2c1CCN(Cc1cccnc1)C(=S)Nc1cccc(F)c1
    -1.4	19	-6	-1	13	20	19	-12	29
Cc1ccc(C)c(CSc2nnc([C@@H]3CCCN3)o2)c1
    0.0	11	-4	-1	11	2	11	-1	4
CCOc1ccc(NC(=O)COC(=O)c2ccc(S(=O)(=O)N3CCOCC3)cc2)cc1
    -1.6	-5	0	-1	10	-8	7	2	2
COc1ccc(C2=NS(=O)(=O)N(C)C(C(=O)N3CCCCC3C)=C2)cc1 (stereo not drawn)
    0.2	17	-3	5	16	23	-4	0	1
FC(F)(F)c1nnc2ccc(N3CCCCCC3)nn12
    1.5	41*	-1	2	-17	50*	18	1	33
C[C@@H]1CN([C@H](C)CO)C(=O)c2cc(NC(=O)Nc3ccc4c(c3)OCO4)ccc2O[C@H]1CN(C)Cc1ccncc1
    1.3	-8	-3	-3	13	-2	-1	-1	13
CC1CN(c2ncc(/C=N/NC(=O)c3ccccc3O)s2)CC(C)O1 (stereo not drawn)
    0.3	12	-1	0	6	3	-7	-5	8
O=C(NC(=S)N1CCN(c2ccccc2)CC1)c1c(F)cccc1F
    -1.6	39	1	-7	20	40	34	-4	3
Cc1ccc(NC(=O)c2cccc(N3C(=O)C4C5C=CC(C5)C4C3=O)c2)cc1C (stereo not drawn)
    -1.4	0	-4	-1	3	-6	0	1	2
Cc1ccc(C)c(N2CCN(C(=O)CCc3nc(-c4ccccc4C(F)(F)F)no3)CC2)c1
    6.4	18	4	·	·	41	1	8	-37
COc1cc(CCC(=O)N2CC(C)OC(C)C2)cc(OC)c1OC (stereo not drawn)
    -1.0	-6	-3	-3	3	-7	0	1	-4
CCOC(=O)c1nc(C)n(-c2cc(Cl)cc(Cl)c2)n1
    0.2	12	4	-5	3	6	6	0	12
COc1cc(C2NC(=S)NC(c3ccccc3)=C2C(C)=O)cc(Cl)c1OCC(=O)O (stereo not drawn)
    -1.5	8	0	-4	1	-13	-2	0	-2
CC(=O)Nc1ccc(NC(=O)CCc2ccc(C)o2)cc1
    3.7	16	-10	0	9	20	-6	-15	14
Cc1ccc2nc(SC(C)C(=O)NCc3ccco3)[nH]c2c1 (stereo not drawn)
    -2.0	6	-1	-4	15	3	4	-2	19
Cn1c(SCCOc2ccccc2Cl)nnc1-c1cccs1
    0.5	51*	2	-1	39	39	51*	-3	-14
Cc1nc2nc(C)c(CCC(=O)N3CCN(c4ccccn4)CC3)c(C)n2n1
    1.4	12	-2	1	10	-6	-8	1	-5
O=C(COC(=O)C1(c2ccc(F)cc2)CCCC1)NCc1ccco1
    -0.1	15	0	-1	2	18	15	2	15
CC(=O)c1ccc(C(=O)N2CCCC(Nc3ccccc3)C2)s1 (stereo not drawn)
    1.4	-3	-7	2	12	4	-5	3	-11
C/C(=N\NC(=O)CN1CCN(c2ccc(F)cc2)CC1)c1ccco1
    -1.4	-7	-2	-3	17	8	-14	-1	-4
Cc1ccc(C(C)C)c(OCc2nn(CC(=O)c3ccc(OC(F)F)cc3)c3[n+]2CCCCC3)c1
    1.8	30	5	0	0	17	22	6	95*
N#Cc1c(SCC(=O)O)nc(N2CCOCC2)c2c1CCCC2
    -0.3	-7	0	-7	2	11	1	-3	-3
O=C(Nc1cccc(F)c1)C1CCN(C(=O)c2ccco2)CC1
    0.8	4	7	-1	8	7	3	0	-12
Cn1c(SCC(N)=O)nnc1C1CCN(C(=O)NC2CCCCC2)CC1
    0.1	15	-1	0	19	7	-1	1	-4
N[C@@H](Cc1ccccc1)c1nnc(SCc2ccccc2Cl)o1
    2.1	35	0	2	-7	31	22	0	-5
CSC(=Nc1ccccc1)Nc1ccccc1
    -1.1	13	-2	-3	12	15	7	3	0
O=C(CNC(=O)c1ccc(Br)o1)NCC1COc2ccccc2O1 (stereo not drawn)
    -1.2	14	-3	-2	-2	15	4	-2	-5

Screens as filed in PubChem BioAssay.
